Screening results from PubChem.
LMNA splice mod = LMNA splicing modulation. HeLa LMNA splicing GFP/RFP minigene ratio, 48 h. Potency, µM (series often up to 46.1 µM), inactives show at the highest dose ratio change, negative = inhibition, actives largely listed as inhibitors. 200,000 tested, 0.01% active; active = well fitted inhibition curve with a large enough effect in the signal ratio, with a control signal flat, not every such curve was filed as active; inconclusive = small, poorly fitted or top-dose-only effect, or effect the other way, or a change in a side signal; the % refers to the signal ratio; also: potency is read from the fitted curve at half-maximal effect; % is scaled to controls: 0 for no effect and ±100 for the full control effect
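S3 HeLa cells stably expressing lamin A-EGFP splicing minigene plus DsRed2, 600 cells/well, 48 h compound exposure at 37C. Laser-scanning cytometry; analysed as GFP (500-530 nm)/RFP (575-640 nm) total intensity ratio; 0.5% DMSO vehicle.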
HttQ103 aggreg = reduces HttQ103-GFP aggregates in PC12 cells | PC12 HttQ103-GFP aggregates, Acumen cytometry, 40 h | Potency, µM (doses to about 46.1 µM), without a hit: at the top dose activity change, negative = inhibition, usual class: inhibitors | 220,000 tested, 1.1% active; also: potency is read from the fitted curve at half-maximal effect; % is scaled to controls: 0 for no effect and ±100 for the full control effect; nearly all actives have a fitted effect of over 60% in size
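Compounds (qHTS titration) were added to PC12 cells expressing an ecdysone-driven HTT exon 1 Q103–GFP fusion after induction with 100 nM tebufenozide. Aggregate formation was measured as GFP objects in cell lysates.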
Epigenetic reg = derepresses silenced GFP reporter in murine cells; murine LDR cells, GFP reporter derepression, 30 h; Potency, µM (series often up to 53.9 µM), inactives show at the highest dose GFP activation, hits mostly activators; 280,000 tested, 0.2% active; AID 1865; also: potency is read from the fitted curve at half-maximal effect; % of control where 0% means no effect; nearly all actives have a fitted effect of over 60% in size
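Reporter derepression read as number of fluorescent GFP-positive objects, 20-120 um in size, counted by laser-scanning cytometer. Mouse LDR line with an epigenetically silenced CMV-GFP locus; compound incubation 30 h, 37 C.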
IMPase Li inh = cell-permeable IMPase inhibitors with lithium potentiation. CHO-M1 cells, IP1 TR-FRET (IP-One), carbachol + lithium. Potency, µM (titrated, usually from 59.4 µM), inactives show top-dose activity, negative = IMPase inhibition, hits mostly inhibitors. 210,000 tested, 0.35% active;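 also: IP1 builds up when IMPase is blocked and the TR-FRET signal falls; potency is read from the fitted curve at half-maximal effect; plate controls were basal vehicle for no effect and high inhibitor control for full effect; nearly all actives have a fitted effect of over 50% in size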
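CHO cells stably expressing M1 receptor (2000/well, cultured 16–30 h) treated 30 min at 37C with compound plus low lithium. Cytosolic IP1 by TR-FRET (665/620 ratio and 620 channel) after 10 min lysis; AC50 by Hill fit.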
CBFb-RUNX1 inh = CBF-beta/RUNX1 interaction disruption. Q01196+Q13951. AlphaScreen CBFb-His/RUNX1-biotin binding, biochemical. Potency, µM (top dose mostly 59.8 µM), for inactives: top-dose activity, negative = inhibition, usual class: inhibitors. 230,000 tested, under 10 active; also: % of control where 0% means no effect
Target sequence (Q01196 whole entry, looked up): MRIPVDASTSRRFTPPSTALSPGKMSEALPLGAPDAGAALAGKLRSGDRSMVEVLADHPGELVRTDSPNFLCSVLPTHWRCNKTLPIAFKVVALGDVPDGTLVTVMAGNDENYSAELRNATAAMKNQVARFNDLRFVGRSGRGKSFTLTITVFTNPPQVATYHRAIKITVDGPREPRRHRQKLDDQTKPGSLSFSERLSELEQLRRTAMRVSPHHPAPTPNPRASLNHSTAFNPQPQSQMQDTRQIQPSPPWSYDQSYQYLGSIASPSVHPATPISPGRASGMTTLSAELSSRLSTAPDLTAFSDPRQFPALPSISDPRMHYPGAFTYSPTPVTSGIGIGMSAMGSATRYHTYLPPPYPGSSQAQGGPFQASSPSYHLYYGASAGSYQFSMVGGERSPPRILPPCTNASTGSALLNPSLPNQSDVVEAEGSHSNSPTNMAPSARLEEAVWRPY
Target sequence (Q13951 whole entry, looked up): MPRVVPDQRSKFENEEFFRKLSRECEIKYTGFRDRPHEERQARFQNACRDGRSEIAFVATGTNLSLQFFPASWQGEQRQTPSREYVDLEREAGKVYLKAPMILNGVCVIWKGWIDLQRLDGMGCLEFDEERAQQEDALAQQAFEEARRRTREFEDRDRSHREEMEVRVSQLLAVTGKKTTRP
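AlphaScreen proximity signal reports loss of binding between His-tagged CBF-beta and biotin-labelled RUNX1, each at 30 nM. Proteins are pre-associated for 20 minutes, compounds added for 15 minutes, then beads for 90 minutes, all at ambient temperature.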
Luc counter = Kinase-Glo luciferase inhibition (counter-screen); Q27757; Kinase-Glo luciferase, ATP luminescence, 8 min; Potency, µM (series often up to 38.3 µM), for inactives: at the top dose activity change, negative = inhibition, actives largely listed as inhibitors; 200,000 tested, 0.28% active; also: potency is read from the fitted curve at half-maximal effect; % is scaled to controls: 0 for no effect and ±100 for the full control effect; nearly all actives have a fitted effect of over 60% in size
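Luminescence was the read-out, taken after 8-minute incubation at ambient temperature. Luciferase turned over luciferin with 10 uM ATP in imidazole pH 7.2 buffer containing KCl, MgCl2, Tween 20 and BSA.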
NPSR antagonist = antagonists of human neuropeptide S receptor cAMP signaling | Q6W5P4 | CHO-NPSR cells, cAMP TR-FRET, antagonist mode | Potency, µM (highest dose often 38.3 µM), without a hit: at the top dose activity change, negative = inhibition, hits mostly inhibitors | 220,000 tested, 1% active | AID 1461; also: potency is read from the fitted curve at half-maximal effect; % is scaled to controls: 0 for no effect and ±100 for the full control effect; nearly all actives have a fitted effect of over 50% in size; many of its hits are not listed in these tables
Target sequence (Q6W5P4 whole entry, looked up): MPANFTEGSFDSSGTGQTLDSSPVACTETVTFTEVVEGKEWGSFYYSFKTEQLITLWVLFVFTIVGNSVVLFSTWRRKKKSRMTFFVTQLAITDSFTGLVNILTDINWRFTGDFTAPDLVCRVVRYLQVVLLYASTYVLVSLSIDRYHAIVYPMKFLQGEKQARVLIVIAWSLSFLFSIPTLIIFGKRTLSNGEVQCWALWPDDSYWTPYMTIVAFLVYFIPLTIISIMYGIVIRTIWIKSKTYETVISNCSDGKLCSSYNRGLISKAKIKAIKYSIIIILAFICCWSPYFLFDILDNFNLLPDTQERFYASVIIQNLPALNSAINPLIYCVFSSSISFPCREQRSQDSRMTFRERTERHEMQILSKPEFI
Numbers without * were called inactive; ? = inconclusive; / = no result given; [ ] = dose if it differs, or a comment. Unless noted, calls follow the shape of the dose curve; as a rule, active = well fitted curve in the direction sought with a large enough effect; inconclusive = small, poorly fitted or top-dose-only effect, or another doubt; inactive = no such curve, though single readings can be large; an effect the other way counts as inactive or inconclusive. An excerpt. The share of hits here may be higher or lower than overall.

#	mol	HttQ103 aggreg	NPSR antagonist	Epigenetic reg	Luc counter	LMNA splice mod	IMPase Li inh	CBFb-RUNX1 inh
1	CCOC(=O)c1[nH]c(C)c(C(=O)OCC(=O)N(C)C2CCS(=O)(=O)C2)c1C (stereo not drawn)	5%	18%	0.0%	2%	-4%[46 µM]	-7%	3%
2	Cc1ccc(S(=O)(=O)N(C)c2ccc(OCC(=O)Nc3nnc(C4CC4)s3)cc2)cc1	27%	-17%	-1.4%	6%	-25%[46 µM]	15%	-23%
3	CCC(=O)Oc1ccc2c(c1)O/C(=C\c1ccco1)C2=O	-21%[9.22 µM]	-35%	4.5%	/	/	/	-10%
4	Cc1cc(C)nc(N2CCC(C(=O)NCCc3ccccc3)CC2)n1	-6%	-7%[46.1 µM]	0.0%	4%	-6%	3%	5%
5	Cc1[nH]n(C(C)(C)C)c(=O)c1Sc1ccccc1	7%	-6%[46.1 µM]	-2.6%	1%	20%	17%[38.3 µM]	-12%
6	O=C(Cc1ccccc1)NCCC1=CCCCC1	1%	14%	0.0%	1%	-1%	0%	3%
7	COc1ccc(C(=O)C2CCCN(C(=O)c3noc4c3CCCC4)C2)cc1F (stereo not drawn)	-4%[9.22 µM]	9%	-1.2%	/	/	1%	13%
8	COc1ccc(NC(=O)c2cccc(Cn3cc(Br)cn3)c2)cn1	23%	-2%[46.1 µM]	2.4%	4%	-16%	61%[activator][38.3 µM]	?
9	COc1ccc(NC(=O)C/C(C)=N/NC(=O)C(=O)NC(C)C)c(OC)c1	/	6%	-1.1%	-7%	/	1%	-5%
10	COc1ccccc1N1CCN(C(CNS(=O)(=O)c2cccs2)c2cccnc2)CC1 (stereo not drawn)	4%	-10%[46.1 µM]	0.0%	-1%	-10%	15%[38.3 µM]	12%
11	CCOC(=O)Cc1c(Sc2ccccc2)c2cc(C)ccc2n1C	10%	-27%	-1.0%	2%	?	9%	18%
12	Cc1ccc2c(c1)C(c1ccc([N+](=O)[O-])cc1)=NNC(c1ccc(Br)cc1)=N2	-12%	-55%	1.9%	-1%	-12%	9%	-9%
13	CCOC(=O)N1CCN(C(=O)c2ccc3c(=O)n(CCc4ccccc4)c(=S)[nH]c3c2)CC1	1%	-1%[46.1 µM]	-0.4%	-4%	11%	-13%[38.3 µM]	-3%
14	CCOC(=O)C1CCN(C(=O)C2(NC(=O)Nc3ccccc3Cl)CCCCC2)CC1	-21%	-23%[46.1 µM]	2.3%	2%	-4%	22%[38.3 µM]	12%
15	CCCCOC(=O)c1ccc(N2C(=O)CC(N3CCN(C/C=C/c4ccccc4)CC3)C2=O)cc1 (stereo not drawn)	-2%	-17%[46.1 µM]	0.7%	14%	4%	12%[38.3 µM]	-2%
16	NC(=S)N/N=C\c1c2ccccc2cc2ccccc12	?	?	1.7%	/	-14%	/	-1%
17	COc1ccc(CCNC(=O)C(C(=O)c2ccc(F)cc2)n2ccccc2=O)cc1OC (stereo not drawn)	2%	7%	-1.0%	5%	-14%	-2%	4%
18	CCOC(=O)C1=C(c2ccccc2)Nc2ncnn2C1c1cc(OC)ccc1OC (stereo not drawn)	9%	-15%[46.1 µM]	0.0%	-5%	5%	-1%[38.3 µM]	-1%
19	CCN(CC)c1ccc(/C=C2\C(=O)c3ccc(C(=O)O)cc3C2=O)cc1	22%	-48%	5.7%	-24%	-5%	28%	-24%
20	CC12CCC(C(=O)Nc3ccccc3Br)(C/C1=N\O)C2(C)C (stereo not drawn)	15%	-26%[46.1 µM]	-2.2%	-2%	1%	13%[38.3 µM]	5%
21	O=c1c2ccccc2nnn1CSc1nnc2sc3ccccc3n12	8%	-5%[46.1 µM]	0.0%	-27%	12%	6%[38.3 µM]	5%
22	CCOC(=O)N1CCC(N(CCN(C)C)C(=S)Nc2cc(Cl)ccc2C)CC1	5%	-12%	0.0%	1%	/	3%	-6%
23	NC(=O)c1cccnc1Oc1ccccc1	10%[9.22 µM]	-1%	0.0%	/	10%[46 µM]	/	-4%
24	Cc1ccc(S(=O)(=O)N/N=C/c2cccc3nccnc23)cc1	-5%[9.22 µM]	-9%	2.2%	/	?	/	2%
25	COc1cccc([C@@H]2Oc3ccc(Br)cc3C[C@H]2OC(=O)Nc2cc(OC)c(OC)c(OC)c2)c1	/	/	-0.3%	1%	/	-2%	-3%
26	CC(C)OCCCNC(=O)c1cc2c(=O)n(C)c3ccccc3c2n1C	1%	-2%[46.1 µM]	8.1%	-1%	-1%	-1%[38.3 µM]	-5%
27	O=C(N[C@@H](Cc1ccccc1)c1nc2ccccc2[nH]1)c1cc([N+](=O)[O-])ccc1Cl	?	-13%	-1.1%	2%	?	7%	-2%
28	CCCC(=O)N1CCN(c2ccc(NC(=O)c3cccs3)cc2)CC1	-3%	-13%	0.1%	1%	6%[46 µM]	7%	-1%
29	S=C(NCc1ccccc1)N1CCN(Cc2ccc3c(c2)OCO3)CC1	-11%	-1%	1.3%	-4%	?	0%	-2%
30	O=S(=O)(c1ccccc1)c1nc(-c2ccccc2)oc1N1CCOCC1	4%[9.22 µM]	0%	3.6%	0%	/	-1%	7%

Additional entries:
#	mol	HttQ103 aggreg	NPSR antagonist	Epigenetic reg	Luc counter	LMNA splice mod	IMPase Li inh	CBFb-RUNX1 inh
31	CN(C)c1ccc(C(=O)/C=C/c2ccc(Br)cc2)cc1	-2%	2%	0.0%	-3%	5%	-7%	0%
32	Nc1ccc(-c2nc3ccc(-c4nc5ccccc5o4)cc3[nH]2)cc1	28%	-3%[46.1 µM]	-0.9%	0%	-4%	?	17%
33	COc1cc(/C=c2\sc3n(c2=O)C(c2ccccc2)C(c2ccccc2)=NN=3)ccc1O (stereo not drawn)	5%	?	0.0%	/	?	/	-23%
34	Cc1ccc(NC(=O)c2cc(-c3ccc(F)cc3)on2)cc1C	-11%	7%	0.1%	1%	4%[46 µM]	0%	-1%
35	O=C(C(Sc1ccccc1)c1ccccc1)N1CCN(c2ccccc2)CC1 (stereo not drawn)	-12%	-29%	-1.1%	3%	?	10%	4%
36	CCCCn1c(CN2CCN(C)CC2)nc2ccccc21	2%	23%[46.1 µM]	2.3%	-1%	7%	26%[38.3 µM]	5%
37	CC(=O)c1c(C)[nH]c(C(=O)Nc2nc(-c3ccc(-c4ccccc4)cc3)cs2)c1C	-25%	-23%	0.0%	0%	?	6%	7%
38	CN1C(c2ccc(F)cc2)=CS/C1=C(\C#N)c1nnc2n1-c1ccccc1SC2	-5%	-24%[46.1 µM]	2.8%	1%	?	7%[38.3 µM]	3%
39	CC(=O)NCC(=O)N(Cc1ccco1)C1(C(=O)NC2CCCC2)CCCCC1	-18%	10%	0.2%	-1%	/	10%	2%
40	Cc1cc(C)nc(-n2ncc3c2CC(C)CC3=O)n1 (stereo not drawn)	-5%[9.22 µM]	41%	-2.4%	/	/	/	5%
41	NNc1nc2c(F)cc(F)cc2s1	-5%	-41%	-0.3%	-5%	-16%	11%	-22%
42	COC(=O)c1ccccc1NC(=S)NC(=O)c1ccccc1C	14%	-5%[46.1 µM]	-1.8%	2%	-2%	-1%[38.3 µM]	4%
43	Cn1c(=O)oc2cc(S(=O)(=O)Nc3ccccc3)ccc21	13%[9.22 µM]	-4%	-8.7%	4%	/	14%	5%
44	O=C(Nc1cccc(S(=O)(=O)NC2=NCCC2)c1)c1cc(-c2ccco2)nc2ccccc12	11%[9.22 µM]	23%	-1.3%	/	/	/	/
45	Cn1cc(CN2C[C@]3(C)C[C@H]2CC(C)(C)C3)c(-c2ccc3c(c2)OCCO3)n1	15%[9.22 µM]	-4%	-1.1%	/	/	14%	-2%
46	COC(=O)COc1cccc2c(=O)n(CC(=O)N3CCCCC3)ccc12	-5%[9.22 µM]	8%	0.0%	/	/	/	-3%
47	CCOC(=O)N1CCN(C(=O)CN2C(=O)COc3ccc(C(C)(C)C)cc32)CC1	12%	-9%[46.1 µM]	5.4%	-1%	-7%	1%[38.3 µM]	3%
48	COc1ccc2c(C)cc(=O)[nH]c2c1	10%	-3%[46.1 µM]	1.0%	-3%	3%	-1%[38.3 µM]	0%
49	Cc1ccccc1NC(=O)CN(c1ccc(F)cc1)S(C)(=O)=O	23%	-3%[46.1 µM]	-1.0%	0%	2%	21%[38.3 µM]	3%
50	COc1ccc(CN2CCN(C)CC2)cc1OCc1ccccc1	-7%	3%[46.1 µM]	7.1%	2%	3%	13%[38.3 µM]	-3%
51	COc1ccc(C2c3ccc(O)cc3Oc3ncn4nc(-c5cccnc5)nc4c32)cc1OC (stereo not drawn)	23%[9.22 µM]	44%	?	/	/	/	-26%
52	Cc1cc(C)n2c(SCc3ccc(Br)cc3)nnc2n1	-11%[9.22 µM]	-7%	5.6%	/	/	/	6%
53	CC(=O)N(C)c1ccc(NC(=S)Nc2ccccc2)cc1	-2%	3%[46.1 µM]	0.0%	-4%	-6%	11%[38.3 µM]	9%
54	S=c1[nH]nc(-c2ccccc2)n1C1C=CCCC1 (stereo not drawn)	-5%	-2%[46.1 µM]	-2.7%	-2%	3%	-11%[38.3 µM]	-6%
55	COc1cccc(/C=C(\C#N)C(=O)NC2CCS(=O)(=O)C2)c1 (stereo not drawn)	-9%	5%	0.0%	2%	-4%	4%	9%
56	O=C1c2ccccc2C(Nc2ccc(S(=O)(=O)N3CCOCC3)cc2)N1Cc1ccco1 (stereo not drawn)	-10%	-8%[46.1 µM]	-1.0%	18%	-3%	5%[38.3 µM]	-2%
57	Cc1nn(-c2ccccc2)nc1CNC(=O)c1ncoc1-c1ccccc1	6%[9.22 µM]	-10%	1.1%	/	-3%[46 µM]	/	15%
58	COc1ccc(C2CC(=O)C(C3NCCc4ccccc43)=C(O)C2n2cncn2)cc1 (stereo not drawn)	2%	7%	-1.1%	-1%	0%[46 µM]	-6%	-15%
59	Clc1ccc2c(N/N=C/c3cccnc3)ccnc2c1	23%	-27%	2.2%	0%	-12%[9.22 µM]	19%	12%
60	Cc1nc2ccc(NC(=O)COc3ccccc3)cc2s1	-8%	4%	1.2%	0%	-12%[46 µM]	1%	3%
61	Cc1cc(O)c(-c2ccno2)cc1Cl	-4%	12%	1.1%	2%	-6%	9%	7%

Two entries drawn at random from those above, as already listed:
#	mol	HttQ103 aggreg	NPSR antagonist	Epigenetic reg	Luc counter	LMNA splice mod	IMPase Li inh	CBFb-RUNX1 inh
35	O=C(C(Sc1ccccc1)c1ccccc1)N1CCN(c2ccccc2)CC1 (stereo not drawn)	-12%	-29%	-1.1%	3%	?	10%	4%
40	Cc1cc(C)nc(-n2ncc3c2CC(C)CC3=O)n1 (stereo not drawn)	-5%[9.22 µM]	41%	-2.4%	/	/	/	5%
